# KB-3-1 cytotox: qHTS assay for MDR1-selective chemotherapeutics: Primary screen using the parental adenocarcinoma cell KB-3-1; Potency, µM (titrated, usually from 46.1 µM), for the others: at the top dose activity change, negative = cytotoxic, actives largely listed as cytotoxic; KB-3-1 viability, CellTiter-Glo ATP luminescence, 72 h; hit rate 1.4% among 400,000; note: potency is the fitted concentration of half-maximal effect; % is set by controls: 0 for no effect and ±100 for the full control effect; nearly all actives have a fitted effect of over 60% in size
#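 Viability of parental KB-3-1 cells, measured by CellTiter-Glo luminescence, followed a 72 h incubation at 37 °C with pinned compounds in phenol-red-free DMEM containing 10% FBS.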
# DRD3 agonist: qHTS of D3 Dopamine Receptor Agonist: qHTS. D(3) dopamine receptor (Homo sapiens), P35462. D3R DiscoveRx beta-arrestin cells, luminescence, 90 min. max activation, %. hit rate 0.58% among 410,000. AID 652048, 2013; in the data active = max activation above about 30%; note: 0% is about no effect; mostly tested at two doses, the higher about 12 µM
# Target sequence (P35462 whole entry, looked up): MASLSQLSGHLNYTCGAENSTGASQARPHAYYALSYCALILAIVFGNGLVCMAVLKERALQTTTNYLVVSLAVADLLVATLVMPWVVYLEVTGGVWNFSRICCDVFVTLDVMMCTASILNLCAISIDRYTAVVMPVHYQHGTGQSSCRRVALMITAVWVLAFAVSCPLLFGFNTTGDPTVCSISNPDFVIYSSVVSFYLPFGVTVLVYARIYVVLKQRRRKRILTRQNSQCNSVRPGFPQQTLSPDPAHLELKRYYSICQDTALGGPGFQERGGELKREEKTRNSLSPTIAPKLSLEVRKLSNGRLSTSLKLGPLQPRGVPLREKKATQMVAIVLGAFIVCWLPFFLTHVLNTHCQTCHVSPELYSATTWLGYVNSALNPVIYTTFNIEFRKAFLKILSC
#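 Agonist mode: compounds and dopamine controls were applied to plated cells for 90 min at 37 degrees C after an overnight attachment at 1500 cells/well. Luminescent read-out followed 30 - 60 minutes at room temperature with DiscoveRx detection reagent.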
# KB-V1 MDR tox: qHTS assay for MDR1-selective chemotherapeutics: Primary screen using the drug-selected MDR subline cells KB-V1; Potency, µM (series often up to 46.1 µM), inactives show top-dose activity change, negative = cytotoxicity, actives largely listed as cytotoxic; AID 1347076, 2019; hit rate 3.4% among 400,000; KB-V1 MDR cells viability, CellTiter-Glo, 72 h; note: potency is the fitted concentration of half-maximal effect; % is set by controls: 0 for no effect and ±100 for the full control effect; nearly all actives have a fitted effect of over 60% in size
#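 KB-V1, DMEM (no phenol red) + 10% FBS; cpd pin-transferred, titration series; 72 h, 37 degrees C; CellTiter-Glo, luminescence. Data normalized, curve-fit.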
# Active calls of the source: *; ? = inconclusive. Unless noted, calls come from the whole dose curve; as a rule, active = well fitted cell-killing curve with a large enough effect; inconclusive = small, poorly fitted or top-dose-only effect, or effect the other way; inactive = flat fitted curve, though single readings scatter.
SMILES,KB-3-1 cytotox,DRD3 agonist,KB-V1 MDR tox
COC(=O)C(CCSC)NC(=O)c1cc2c(n(-c3ccc(Cl)cc3)c1=O)CCCC2=O (stereo not given),-2%,1,7%
Cc1ccc(NC(=O)CC2Sc3ccc(C(F)(F)F)cc3NC2=O)cc1 (stereo not given),-15%,-3,0%
COc1ccc(N2CCN(C(=O)c3cnn(-c4ccc(OC)cc4)c3C3CCN(C(=O)OC(C)(C)C)CC3)CC2)cc1,-1%,5,?
O=C(COCc1cc(-c2ccco2)on1)Nc1ccc(OC(F)(F)F)cc1,2%,-10,?
COc1cc2c(cc1OC)C(COc1ccc3c(C)cc(=O)oc3c1)N(C(=O)c1ccc(C)c(C)c1)CC2 (stereo not given),-5%,3,?
COc1cccc(OCCn2c(-c3ccc(Br)cc3)nc3ccccc3c2=O)c1,7%,-2,4%
CCOc1ccc(-c2nonc2NC(=O)c2oc3c(C)c(C)ccc3c2C)cc1OCC,-5%,4,5%
COc1ccc(-n2c(SCc3nc(-c4ccc(C)cc4)no3)nnc2-c2ccccc2)cc1,-14%,1,14%
COCCCNc1oc(-c2ccc(COc3ccccc3C)o2)nc1C#N,-2%,2,-10%
COc1ccccc1CNS(=O)(=O)c1ccc(N2CCCCS2(=O)=O)cc1,-16%,-4,-13%
COCCCNC(=O)CCC(=O)N1Cc2ccccc2Oc2ncccc21,-5%,-17,0%
Cc1ccc(S(=O)(=O)NCCc2nnc3ccc(SCc4cccc(F)c4)nn23)cc1,0%,-4,-16%
Cc1ccc2nc(COc3cccc(NC(=O)Nc4ccc(C)c(Cl)c4)c3)cc(=O)n2c1,6%,6,19%
COc1cc(C(=O)NCc2ccc3c(c2)CCN3C(=O)c2ccc(Cl)cc2)cc(OC)c1OC,-3%,-23,1%
COc1c(Cl)cc(C(=O)Nc2cccc(-c3nc4ccccc4[nH]3)c2)cc1Cl,?,15,21µM*
Cc1ccc(S(=O)(=O)CCC(=O)Nc2ccc(OC(F)(F)F)cc2)cc1,5%,3,12%
O=C(CC1N=C2c3ccccc3N=C(SCc3cccc(Cl)c3)N2C1=O)NCc1ccc2c(c1)OCO2 (stereo not given),-23%,-10,-32%
Cc1nc(-c2ccc(F)cc2)sc1CCNC(=O)Cc1ccc(F)cc1,?,-1,-18%
Cc1ccc(NC(=O)NCc2cccn2Cc2ccccc2)cc1F,1%,-14,?
CC(=O)c1ccc(NC(=O)CN2C(=O)CCc3cc(S(=O)(=O)N4CCC(C)CC4)ccc32)cc1,6%,2,?
CCC1CCc2nc3sc(C(=O)Nc4cccc(F)c4)c(N)c3cc2C1 (stereo not given),-22%,-12,-19%
O=C(NCCc1ccccc1)c1cc(-c2cccc(Cl)c2)on1,7%,-8,0%
COCCn1c(SCC(=O)c2ccc(OC)cc2)nc2cc(C(=O)NC3CCCC3)ccc2c1=O,1%,10,15%
COc1cccc(-c2nc(S(=O)(=O)c3ccccc3)c(N3CCCCC3)o2)c1,3%,-2,8%
COc1cccc(N2CCN(C(=O)c3cccc(NC(=O)c4nsc5ccccc45)c3)CC2)c1,-7%,4,0%
COc1ccccc1N1CCN(c2ncnc3c2nnn3C)CC1,5%,-17,-20%
Cc1ccc(C)c(N2CCN(c3nc4ccc(C(=O)c5ccccc5)cc4n4cnnc34)CC2)c1,-7%,8,2%
CC1CN(C(=O)N2CCC(C(=O)NCCCc3ccccc3)CC2)c2ccccc2O1 (stereo not given),0%,7,-2%
Cc1ccc(C)c(NC(=O)CSc2nc(=O)n(Cc3ccccn3)c3c2CCC3)c1,3%,3,13%
COc1ccc(NC(=O)CSc2nc(-c3ccccc3)[nH]c2-c2ccccc2)cc1OC,?,-2,?
CCOC(=O)c1ccccc1NC(=O)N(C(C)C)C1CCN(C(C)=O)CC1,-7%,3,-2%
CCCCCn1c(-c2ccc(OC)c(OC)c2)nc2ccccc21,-22%,6,-10%
CC(NC(=O)Cn1c(-c2cccs2)cc2cc(F)ccc21)c1ccccc1 (stereo not given),2%,7,2%
COc1ccc(OC)c(CNC(=O)c2cccc(NC(=O)N3CCSc4ncccc43)c2)c1,5%,6,12%
COc1ccc(NC(=O)CSc2n[nH]c(-c3ccccc3)n2)cc1Cl,0%,3,?
Cc1nc(-c2ccc(Cl)cc2)sc1CCNC(=O)C(=O)Nc1ccc(F)cc1F,8%,6,-18%
Cc1nc2cccnc2n1-c1cccc(C(=O)NCc2ccc(OC(C)C)cc2)c1,-22%,2,-16%
Cc1ccc(-n2ncc(C(=O)NCc3ccc4c(c3)OCO4)c2C2CCN(C(=O)OC(C)(C)C)CC2)c(C)c1,-22%,0,4%
CCOc1ccc(N2C(=O)c3[nH]nc(-c4ccc(OC)cc4)c3C2c2cccs2)cc1 (stereo not given),?,14,?
Cc1cccc(-c2nnc3n(CCc4ccccc4)c(=O)c4ccccc4n23)c1,?,4,6%
COc1ccccc1CNC(=O)COCc1cc(-c2cccs2)on1,-1%,-11,-25%
Clc1cccc(-c2nnc(CN3CCN(c4ccccn4)CC3)o2)c1,0%,95*,5%
COc1ccc(S(=O)(=O)c2cn(C)c3cc(N4CCOCC4)c(F)cc3c2=O)cc1,-9%,5,0%
O=[N+]([O-])c1cc(-c2nc(-c3ccccc3)no2)ccc1NC1CCCCC1,-4%,2,?
Cc1cn2c(=O)cc(COC(=O)COc3ccccc3C)nc2s1,5%,0,-3%
Cc1cc(C)c(S(=O)(=O)Nc2ccc(-c3ccc(N4CCCCCC4)nn3)cc2)cc1C,4%,6,0%
Cc1ccc(S(=O)(=O)c2cnc(SCC(=O)Nc3cccc(Cl)c3)nc2N)cc1C,16%,1,-2%
O=C(COC(=O)c1cc(-c2cccs2)nc2ccccc12)c1ccc(Cl)cc1,-12%,-7,?
CCOc1ccccc1NC(c1nnc(-c2ccccc2)o1)c1ccc(F)cc1Cl (stereo not given),-16%,-4,14%
COc1ccc(C)cc1-n1nnc(S(=O)(=O)c2ccc(C)cc2)c1C,0%,7,3%

# Continued.
SMILES,KB-3-1 cytotox,DRD3 agonist,KB-V1 MDR tox
COc1ccc(N2CCN(c3ncnc4c3cnn4-c3ccc(F)cc3)CC2)cc1,9%,-6,?
COc1ccc(-c2cc(C(=O)Oc3ccc(C)cc3)c3cc(C)ccc3n2)cc1,0%,4,4%
O=C(Nc1ncc(Cc2ccc(F)cc2)s1)c1ccc2c(c1)CC(c1ccccc1)OC2=O (stereo not given),9%,10,17%
CCOC(=O)c1scc(-c2ccccc2)c1S(=O)(=O)Nc1ccc(N(C)C)cc1,-20%,-8,-19%
COc1cc(NC(=O)COCc2cc(-c3ccc4c(c3)OCO4)on2)c(OC)cc1Cl,8%,8,1%
CCOC(=O)c1c(NC(=O)COc2ccc(Cl)cc2C)sc2c1CCCCC2,4%,-10,2%
O=C(Cn1ncn2nc(-c3cccs3)cc2c1=O)NCc1ccccc1Cl,16%,1,21%
CCCn1ccc2c(OCC(=O)Nc3ccc(OC)c(OC)c3)cccc2c1=O,-16%,13,-6%
O=C(Nc1nnc(S(=O)(=O)N2CCN(c3ccc(F)cc3)CC2)s1)c1ccc(Cl)cc1,7%,5,56%
Cc1ccc(NC(=O)/C=C/c2ccco2)cc1F,?,-12,-5%
CCc1ccccc1NC(=O)c1cc(-c2ccc(Cl)s2)nc2ccccc12,5%,6,-7%
CCOc1ccc(OCC)c(NC(=O)CC(C)n2nc(C)cc2C)c1 (stereo not given),0%,-8,9%
COc1ccc(Nc2nc(-c3ccc(C)cc3)nc3ccccc23)c(OC)c1,-29%,1,-12%
Cc1ccc(C)c(Nc2nnc(-c3ccc(C)c(S(=O)(=O)N4CCN(C)CC4)c3)c3ccccc23)c1,-2%,-12,-8%
Cn1cc(C(=O)NCCc2ccccc2)c(=O)c2cc(S(=O)(=O)N3CCCCCC3)ccc21,22%,2,-11%
Cc1cccc(-c2nc(CN3CCCC(C(=O)NCc4ccc(Cl)cc4)C3)c(C)o2)c1 (stereo not given),-8%,-10,-2%
COc1ccc(S(=O)(=O)c2c(O)c3ccc(C(=O)NCc4ccc(Cl)cc4)cc3[nH]c2=O)cc1,2%,-5,4%
Cc1ccc2oc(=O)c3cnn(CC(=O)N4CCN(c5cc(Cl)ccc5C)CC4)c3c2c1,9%,13,6%
COc1ccc(/C=C(\C#N)c2nc3ccccc3n2C)c(OC)c1,1%,-31,-15%
CCOc1ccccc1Nc1nc(-c2cccc(Cl)c2)c2c(n1)-c1ccccc1OC2,0%,-9,7%
CC(=O)c1cc2c(cc1N/C(=N/S(=O)(=O)c1ccc(Cl)cc1)c1ccc(F)cc1)OCO2,-6%,-10,-8%
Cc1ccc(Cl)cc1Nc1nc2ccccc2c2nncn12,3%,5,1%
CCN1CCN(c2ncc3c(n2)CCN(Cc2sccc2C)C3)CC1,-3%,-2,14%
CCC(=O)N1CCc2cc(S(=O)(=O)NC(CC(C)C)C(=O)Nc3ccc(CC)cc3)ccc21 (stereo not given),-4%,-8,-25%
CCOC(=O)CN1C(C(=O)c2ccccc2)=C(OC(=O)C(C)(C)C)c2ccccc2S1(=O)=O,5%,-7,?
Cc1ccc2c(=O)cc(C(=O)NCc3ccccc3)oc2c1,-16%,4,?
Cc1c(Cl)cccc1NC(=O)C1CCN(c2nc3ccccc3[nH]2)CC1,-8%,-4,-9%
CC(=O)N1CCc2cc(Br)cc(S(=O)(=O)N3CCN(c4cccc(C(F)(F)F)c4)CC3)c21,-5%,-22,2%
Cc1nnc(SCC(=O)Nc2ccc(Br)cc2)[nH]c1=O,-3%,-9,0%
Cc1cc(NC(=O)CCc2nc3cccnc3n2-c2ccccc2)ccc1Br,0%,-15,-4%
CCc1ccc(C2c3c(oc4cc(C)c(C)cc4c3=O)C(=O)N2c2nc(C)c(C(=O)OC)s2)cc1 (stereo not given),19%,2,6%
Cc1ccc(S(=O)(=O)C(CNC(=O)COc2ccccc2)c2cccs2)cc1 (stereo not given),2%,2,-5%
Cc1cccc(NC(=O)C2CCCN(S(=O)(=O)c3cnc[nH]3)C2)c1C (stereo not given),0%,2,13%
O=S(=O)(c1ccc(Cl)cc1)N1CCC(c2ccncc2)CC1,14%,-12,24%
CCc1ccccc1NC(=O)Nc1cc(C(=O)NCc2ccccc2OC)ccc1N1CCCC1,13%,-5,2%
CCCc1cc(=O)[nH]c(Nc2cc(Cl)ccc2OC)n1,11%,-30,9%
COc1cccc(-c2nc(SCc3ccc(C)cc3)n3[nH]c(=O)cc3n2)c1,-15%,-9,-20%
CCOC(=O)C1CCC(CN(Cc2ccc(OC)cc2)S(=O)(=O)c2ccc(F)c(C(=O)Nc3cc(C)ccc3C)c2)CC1 (stereo not given),0%,-14,23%
Cc1cc2nc(-c3ccc(OCc4ccccc4Cl)cc3)cc(C(F)(F)F)n2n1,-7%,11,2%
Cc1cccc(-n2nnc(-c3nc(-c4cccs4)no3)c2N)c1C,9%,4,16%
CCCc1nnc(NC(=O)c2cc(=O)c3ccccc3o2)s1,1%,8,0%
CCCSc1ncc(Cl)c(C(=O)Nc2sc3c(c2C(N)=O)CCCC3)n1,0%,3,0%
CCOC(=O)c1[nH]c(C)c(CCC(=O)NCc2ccccc2Cl)c1C,-4%,-16,-9%
Cc1ccc2onc(CC(=O)N3CCN(c4ccc(F)cc4)CC3)c2c1,-17%,-4,?
Cc1ccc(-n2nc(C(=O)N3CCN(c4ccccc4)CC3)c(=O)n(C)c2=O)cc1,-9%,-11,-24%
CNC(=O)C1CCC(Cn2c(=O)c3sccc3n(CC(=O)NCc3ccccc3)c2=O)CC1 (stereo not given),4%,0,5%

# Entries of single compounds, looked up by structure. Values in the order: KB-3-1 cytotox | DRD3 agonist | KB-V1 MDR tox
# `CCC(=O)N1CCc2cc(S(=O)(=O)NC(CC(C)C)C(=O)Nc3ccc(CC)cc3)ccc21` (stereo not given) is listed with -4% | -8 | -25%
# `Cc1ccc(-n2nc(C(=O)N3CCN(c4ccccc4)CC3)c(=O)n(C)c2=O)cc1` is listed with -9% | -11 | -24%
# `Cc1c(Cl)cccc1NC(=O)C1CCN(c2nc3ccccc3[nH]2)CC1` is listed with -8% | -4 | -9%
# `COc1cccc(-c2nc(SCc3ccc(C)cc3)n3[nH]c(=O)cc3n2)c1` is listed with -15% | -9 | -20%
# `CCOC(=O)C1CCC(CN(Cc2ccc(OC)cc2)S(=O)(=O)c2ccc(F)c(C(=O)Nc3cc(C)ccc3C)c2)CC1` (stereo not given) is listed with 0% | -14 | 23%

# Not all compounds are listed (hit frequency here may not be typical).
